rTrxR1 inhibitor = rat TrxR1 inhibition; O89049; recombinant rTrxR1, NADPH fluorescence consumption, selenite substrate; Potency, µM (top dose mostly 114 µM), for inactives: top-dose activity change, negative = inhibition, usual class: inhibitors; hit rate 1% among 390,000; AID 588453; note: % is set by controls: 0 for no effect and ±100 for the full control effect; nearly all actives have a fitted effect of over 65% in size
Target sequence (O89049 whole entry, looked up): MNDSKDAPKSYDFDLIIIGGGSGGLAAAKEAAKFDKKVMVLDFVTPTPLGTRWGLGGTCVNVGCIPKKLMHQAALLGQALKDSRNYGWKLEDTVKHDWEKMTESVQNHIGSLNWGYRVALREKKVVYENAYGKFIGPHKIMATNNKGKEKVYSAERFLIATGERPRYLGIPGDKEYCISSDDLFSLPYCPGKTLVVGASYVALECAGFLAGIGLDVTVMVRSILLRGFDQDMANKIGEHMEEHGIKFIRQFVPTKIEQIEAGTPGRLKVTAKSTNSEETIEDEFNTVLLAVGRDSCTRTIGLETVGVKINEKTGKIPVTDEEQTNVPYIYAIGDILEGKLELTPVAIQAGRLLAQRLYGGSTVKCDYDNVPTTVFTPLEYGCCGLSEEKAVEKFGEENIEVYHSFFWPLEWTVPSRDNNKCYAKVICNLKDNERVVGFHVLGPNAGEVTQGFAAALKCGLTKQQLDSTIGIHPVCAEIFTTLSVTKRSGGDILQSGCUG
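Rat TrxR1 (90 nM in the dispensed reagent) was pre-reduced with 400 uM NADPH for 5 min at room temperature, then incubated with compound for 15 min. After 400 uM selenite was added, NADPH fluorescence (Ex 340/Em 450 nm) was followed for 8 min.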
Vif-A3F inh = Vif-A3F binding inhibition. HeLa A3F-eYFP + Vif (tagged APOBEC3F with the HIV-1 protein that degrades it), YFP fluorescence increase. Potency, µM (top dose mostly 46.1 µM), without a hit: at the top dose activity, negative = active. hit rate 0.2% among 390,000. AID 602313; note: % of control where 0% means no effect; nearly all actives have a fitted effect of over 65% in size
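Fluorescence increase (Ex 488/Em 500-530) after overnight compound treatment at 37 deg C flags inhibition of Vif-driven A3F-eYFP loss in stable HeLa A3F-eYFP/Vif cells seeded overnight beforehand.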
TrxR1 substrate = substrates of rat thioredoxin reductase 1; hit rate 0.01% among 390,000; Potency, µM (highest dose often 114 µM), for inactives: at the highest dose activity change, negative = substrate turnover; purified TrxR1 substrate turnover, NADPH consumption readout; note: % is set by controls: 0 for no effect and ±100 for the full control effect; nearly all actives have a fitted effect of over 50% in size
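Rat TrxR1, dispensed at 90 nM, was prereduced with 400 uM NADPH (final) for 5 min at ~22 deg C, then incubated with compound 15 min before 400 uM selenite. A first-read NADPH fluorescence drop versus no-compound background flagged substrates.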
Vif-APOBEC3G blk = Vif-A3G binding inhibition; Q9HC16; HeLa A3G-eYFP + Vif (tagged APOBEC3G with the HIV-1 protein that degrades it), YFP fluorescence, overnight; Potency, µM (top dose mostly 46.1 µM), for inactives: at the highest dose activity, negative = active, usual class: inhibitors; hit rate 0.076% among 410,000;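 note: % is set by controls: 0 for no effect and ±100 for the full control effect; nearly all actives have a fitted effect of over 60% in size; hits raise eYFP signal because A3G escapes Vif-driven loss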
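Read-out is eYFP fluorescence (Ex 488/Em 500-530) from Vif-expressing HeLa A3G-eYFP cells; more signal means A3G escaped Vif-mediated degradation. Cells plated overnight, compound pinned in, incubated overnight at 37 deg C.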
ALOX12 inh = inhibitors of human 12S-lipoxygenase ALOX12 | P18054 | purified 12hLO, xylenol orange hydroperoxide absorbance | Potency, µM (top dose mostly 108 µM), for inactives: at the highest dose activity change, negative = inhibition, hits mostly inhibitors | hit rate 1.1% among 580,000; note: % is set by controls: 0 for no effect and ±100 for the full control effect
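Hydroperoxide product was detected by ferrous iron/xylenol orange as the 573 to 405 nm absorbance ratio. Arachidonic acid at 40 uM (final) was turned over for 30 min at room temperature by 150 nM human 12hLO, pH 7.0 Hepes buffer, after 15 min compound preincubation.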
RGS4 inh = blocks human RGS4-accelerated GTP hydrolysis. P49798. Transcreener GDP fluorescence polarization, RGS4-accelerated GTP hydrolysis. Potency, µM (titrated, usually from 114 µM), for inactives: at the top dose activity change, negative = inhibition, actives largely listed as inhibitors. hit rate 0.039% among 390,000; note: % is set by controls: 0 for no effect and ±100 for the full control effect; nearly all actives have a fitted effect of over 75% in size; some results filed as inactive show a strong effect at the top dose
Target sequence (P49798 whole entry, looked up): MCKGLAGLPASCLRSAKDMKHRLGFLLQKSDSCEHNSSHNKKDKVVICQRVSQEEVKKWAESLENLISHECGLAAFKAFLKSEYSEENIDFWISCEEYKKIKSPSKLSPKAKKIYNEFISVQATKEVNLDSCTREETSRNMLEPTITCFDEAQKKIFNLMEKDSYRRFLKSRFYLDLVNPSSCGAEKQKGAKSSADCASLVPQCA
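MLSMR compounds (23 nl, pin-transferred) preincubated 10 min at room temperature with a 500nM (2x) first reagent, then RGS4 at 900nM (2x) plus Transcreener GDP mix added; fluorescence polarization (620/688 nm) read before and after 90 min at 30 °C.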
USP1-UAF1 inh = blocks the human USP1/UAF1 deubiquitinase complex; O94782; AID 743255; hit rate 0.23% among 390,000; recombinant USP1/UAF1, Ub-Rhodamine cleavage fluorescence; Potency, µM (highest dose often 57.1 µM), for inactives: top-dose activity change, negative = inhibition, usual class: inhibitors; note: % is set by controls: 0 for no effect and ±100 for the full control effect; nearly all actives have a fitted effect of over 60% in size; inactives centre near -12
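In this screen, compounds sit with the deubiquitinase complex (1nM) for 15 min at room temperature before Ub-Rho is added at 150nM final. Fluorescence rise is then followed for 6 reads every 60 seconds.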
RXFP1 ag = activates the human relaxin receptor RXFP1; Q9HBX9; HEK293T-RXFP1 cAMP TR-FRET, 30 min; response scale: percent of porcine relaxin response, buffer zero; Potency, µM (doses to about 57.5 µM), without a hit: top-dose activation, most hits filed as activators; hit rate 0.3% among 370,000; note: % is set by controls: 0 for no effect and ±100 for the full control effect; nearly all actives have a fitted effect of over 60% in size; many of its hits are not listed in these tables
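HEK293 cells stably expressing RXFP1, treated 30 min at 37C with compounds plus PDE4 inhibitor Ro 20174; cAMP measured by HTRF TR-FRET. Normalized to buffer and 29 nM porcine relaxin; EC50 by Hill fit.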
mIDH1 inhibitor = blocks human mutant IDH1 R132H enzyme; O75874; IDH1-R132H enzyme, NADPH consumption, diaphorase/resazurin fluorescence; Potency, µM (highest dose often 76.6 µM), for the others: at the highest dose activity change, negative = inhibition, most hits filed as inhibitors; hit rate 0.093% among 390,000; AID 602179; note: % is set by controls: 0 for no effect and ±100 for the full control effect; nearly all actives have a fitted effect of over 65% in size
Target sequence (O75874 whole entry R132H, stated change not applied): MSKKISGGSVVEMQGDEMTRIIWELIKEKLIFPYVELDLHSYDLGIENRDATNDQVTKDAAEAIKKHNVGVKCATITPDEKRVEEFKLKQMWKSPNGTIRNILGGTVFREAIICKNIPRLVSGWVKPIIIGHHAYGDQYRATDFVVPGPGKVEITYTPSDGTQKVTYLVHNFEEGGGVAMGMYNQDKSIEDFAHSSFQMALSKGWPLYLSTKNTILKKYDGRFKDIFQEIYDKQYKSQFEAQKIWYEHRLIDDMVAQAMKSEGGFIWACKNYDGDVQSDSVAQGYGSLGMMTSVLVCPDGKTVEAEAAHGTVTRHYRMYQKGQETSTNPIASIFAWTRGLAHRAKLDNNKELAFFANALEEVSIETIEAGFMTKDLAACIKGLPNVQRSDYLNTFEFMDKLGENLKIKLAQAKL
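IDH1-R132H (0.5 ug/mL dispensed) in pH 7.5 Tris buffer was preincubated 30 min with compound, then given a substrate mix of 0.016 mM NADPH and 2 mM alpha-KG for 80 min at room temperature; remaining NADPH was read by diaphorase/resazurin fluorescence.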
An asterisk follows results filed as active; ? = inconclusive; nt = not tested or not shown; [ ] = remark or other dose. Calls come from the whole dose curve; as a rule, active = well fitted curve in the direction sought with a large enough effect; inconclusive = small, poorly fitted or top-dose-only effect, or another doubt; inactive = no such curve, though single readings can be large; an effect the other way counts as inactive or inconclusive. Potency is the fitted concentration of half-maximal effect. The list is partial; the hit share may differ from the screen's.

SMILES	rTrxR1 inhibitor	Vif-A3F inh	TrxR1 substrate	Vif-APOBEC3G blk	ALOX12 inh	RGS4 inh	USP1-UAF1 inh	RXFP1 ag	mIDH1 inhibitor
CN(C)C(=O)CCSc1nnc(-c2ccncc2)o1	25.1%[57.1 µM]	6.4%	-1.1%[57.1 µM]	-0.3%	-4.2%	-6.9%	-15.4%	1.8%	-0.8%
CCCN(CCC)CC(O)CN1C(=O)N(CN2C(=O)N(CC(O)CN(CCC)CCC)C(=O)C2(C)C)C(C)(C)C1=O (configuration not stated)	15.9%[57.1 µM]	2.2%	6.3%[57.1 µM]	0.8%	5.7%	-1.0%	-1.5%	1.0%	-6.5%
CCCCCC(=O)Nc1nc2ccccc2[nH]1	13.9%[57.1 µM]	-5.4%	7.0%[57.1 µM]	-31.5%	0.0%	-41.3%	-6.3%	-1.6%	2.8%
O=C(O)c1cccc(NC(=O)c2cn(-c3ccccc3)nc2-c2ccc([N+](=O)[O-])cc2)c1	4.6%	3.0%	-8.3%	8.6%	1.8%	8.5%	-0.4%	-0.9%	10.5%
COc1ccc(N(C(=O)c2snc(C(N)=O)c2N)C(C(=O)NCc2ccccc2)c2ccc(O)cc2)cc1 (configuration not stated)	19.4%	-4.9%	11.8%	-6.1%	-5.9%	18.7%	-9.9%	0.1%	-11.8%
Cn1c2ccccc2c2cnn(CC(=O)Nc3ccccc3F)c(=O)c21	4.3%	-17.6%	3.3%	3.5%	-13.4%	13.7%	-10.4%	?	10.9%
COc1ccc(OC)c(/C=C2\Oc3cc(OCC(=O)N4CC(O)C[C@H]4C(=O)O)ccc3C2=O)c1 (some centres not stated)	-56.0%	1.1%	-19.9%	-2.2%	?	-37.6%	-24.2%	28.1%	-6.7%
Cc1cc(C)c(CSc2nnnn2-c2ccc(C(=O)O)cc2)c(C)c1	15.0%[57.1 µM]	-9.4%	5.4%[57.1 µM]	-3.7%	0.0%	-10.8%	-19.2%	-0.2%	-5.8%
Cc1ccc(-c2c[n+](Cc3ccc(Cl)cc3)c3n2CCC3)cc1	3.5%[57.1 µM]	-7.2%	4.8%[57.1 µM]	2.2%	98.0%[activator]	-14.5%	4.6%	0.9%	-4.4%
Cc1cccc(C(=O)C2CCN(S(=O)(=O)c3ccc(C(=O)O)cc3)CC2)c1	5.5%	5.4%	-1.4%	-1.0%	15.3%	-18.5%	-11.3%	4.2%	-3.9%
Cn1c(=O)cc(SCC(=O)N2CCN(Cc3ccc4c(c3)OCO4)CC2)c2ccccc21	-10.1%	nt	-3.4%	0.7%	6.4%	0.7%	-17.5%	6.6%	5.1%
COc1ccccc1C(=O)Nc1c(C)n(C)n(-c2ccccc2)c1=O	4.0%	-2.1%	3.8%	-0.4%	0.0%	-23.4%	-8.2%	1.9%	1.8%

Of the compounds above, 2 contain a halogen.
SMILES	rTrxR1 inhibitor	Vif-A3F inh	TrxR1 substrate	Vif-APOBEC3G blk	ALOX12 inh	RGS4 inh	USP1-UAF1 inh	RXFP1 ag	mIDH1 inhibitor
Cn1c2ccccc2c2cnn(CC(=O)Nc3ccccc3F)c(=O)c21	4.3%	-17.6%	3.3%	3.5%	-13.4%	13.7%	-10.4%	?	10.9%
Cc1ccc(-c2c[n+](Cc3ccc(Cl)cc3)c3n2CCC3)cc1	3.5%[57.1 µM]	-7.2%	4.8%[57.1 µM]	2.2%	98.0%[activator]	-14.5%	4.6%	0.9%	-4.4%

Further results follow:
SMILES	rTrxR1 inhibitor	Vif-A3F inh	TrxR1 substrate	Vif-APOBEC3G blk	ALOX12 inh	RGS4 inh	USP1-UAF1 inh	RXFP1 ag	mIDH1 inhibitor
Cc1ccc(S(=O)(=O)/N=C2\SC(CC(=O)Nc3ccc(F)cc3)C(=O)N2c2ccccc2)cc1 (configuration not stated)	1.1%	6.1%	-5.7%	-0.9%	-18.2%	8.8%	-13.9%	-0.4%	1.6%
C=C(C)CN(CC)C(=O)CSc1ccc(S(=O)(=O)N2CCN(Cc3ccccc3)CC2)cn1	8.0%	1.6%	-7.3%	-0.6%	-8.1%	-3.3%	-13.5%	-0.5%	1.8%
NC(=O)C1=C[C@@H](c2csc3ccccc23)C[C@@H](OCCCCO)O1	-13.4%	2.4%	2.3%	-2.3%	?	-15.1%	-19.7%	-0.4%	-7.7%
Cc1c(C(=O)Nc2ccc3c(c2)OCCO3)oc2ccc(Br)cc12	-24.1%	3.6%	-14.7%	1.1%	124.7%[activator]	-7.8%	-2.9%	0.1%	14.4%
CC1CCCN(C(=S)Nc2ccc(F)cc2)C1 (configuration not stated)	23.0%[57.1 µM]	7.5%	7.3%[57.1 µM]	-0.7%	-6.6%	-31.3%	-4.0%	3.3%	1.5%
COc1ccc(-c2sc3ccc(OC)cc3c2-c2ccc(OC)nc2)cc1	7.7%	-1.2%	-0.1%	0.1%	-4.1%	-34.0%	2.7%	nt	0.7%
CC1(C)Oc2cc3oc(C(=O)O)cc(=O)c3cc2-c2ccccc21	nt	6.1%	nt	0.6%	-7.4%	nt	-10.4%	nt	-2.5%
COc1ccc(CCNC(=O)CCc2c(C)nc3c(c(C)nn3-c3ccc(C)c(C)c3)c2C)c(OC)c1OC	18.6%	-5.3%	13.6%	1.0%	0.0%	0.4%	-16.8%	12.6%	-2.8%
O=C1N(Cc2cccc(C(F)(F)F)c2)c2ccccc2S(=O)(=O)N1c1cccc(Cl)c1	22.9%[57.1 µM]	-10.5%	0.3%[57.1 µM]	-5.2%	-18.5%	20.3%	-24.9%	1.8%	1.6%
COc1ccc(-c2csc(NC(=O)c3ccco3)n2)cc1	9.6%	2.1%	1.4%	1.2%	9.4%	-31.1%	-26.0%	-0.2%	0.0%
CSCCC(NC(=O)c1ccccc1)C(=O)NNC(=O)c1ccccc1 (configuration not stated)	28.2%	2.3%	8.7%	1.9%	7.2%	-19.6%	-14.3%	nt	0.1%
O=S(=O)(Nc1ccc2c(c1)nc1n2CCN(Cc2ccccc2)C1)c1ccccc1	-28.6%	-3.0%	2.7%	3.9%	-7.9%	-15.8%	-16.4%	1.7%	5.5%
Cc1ccc(C(=O)NCc2ccccn2)cc1S(=O)(=O)N1CCOCC1	14.0%	-8.5%	4.9%	-11.3%	9.0%	22.3%	-21.4%	-0.4%	-0.4%
C[C@H](CO)N1C[C@H](C)[C@@H](CN(C)Cc2ccncc2)Oc2ccc(NC(=O)Cn3cnnn3)cc2C1=O	?	0.2%	-4.7%	0.1%	?	-2.7%	?	nt	-11.6%
O=C(COC(=O)C1CCC1)c1c[nH]c2ccccc12	3.5%	-0.7%	-2.6%	1.3%	-11.0%	3.6%	-22.1%	-0.7%	5.0%
COc1cc2c(cc1NC(=O)COc1cc(C)cc(C)c1)oc1ccccc12	25.2%	2.5%	9.1%	-1.2%	-14.6%	17.1%	7.6%	0.1%	3.8%
CC(Cl)OC(=O)Nc1cccc2cccnc12 (configuration not stated)	-5.6%	nt	-5.0%[0.457 µM]	-1.6%	nt	-29.2%	nt	nt	nt
COc1ccc(C(=O)N[C@H](C(=O)Nc2ccc(OC)nc2)C(C)C)cc1	-11.6%	nt	-8.3%	-4.0%	-18.5%	-0.2%	-14.3%	0.2%	1.9%
Clc1ccc(Cn2nnc(-c3ccc(N4CCOCC4)cc3)n2)cc1	23.0%	-0.7%	1.8%	1.0%	-2.1%	-10.2%	-7.0%	1.8%	-0.7%
COc1cc2c(cc1OC)CN(CC(=O)Nc1ccc(F)cc1)CC2	19.7%[57.1 µM]	3.8%	13.6%[57.1 µM]	3.1%	96.6%[activator]	0.0%	-4.5%	-0.6%	2.8%
Cc1nc(N2CCOCC2)nc(N2CCN(c3ccccc3)CC2)c1[N+](=O)[O-]	9.4%[57.1 µM]	1.1%	-10.7%	1.3%	0.0%	28.7%	-17.5%	2.5%	0.9%
O=C(Nc1ccccc1F)c1ccc(CSc2ncccn2)cc1	18.5%[57.1 µM]	10.3%	9.6%	-7.6%	?	-12.7%	-16.2%	2.6%	7.2%
COc1ccc2c(c1)cc(CNc1ccc(OC)c(OC)c1)c(=O)n2CC(=O)Nc1ccccc1C	4.8%	-2.5%	0.9%	-7.0%	-16.9%	-27.7%	?	-0.7%	12.7%
CSc1nnc(C(C)c2ncc(C(F)(F)F)cc2Cl)n1C (configuration not stated)	11.3%[57.1 µM]	-9.7%	-11.6%[57.1 µM]	1.3%	-6.4%	?	-9.0%	0.6%	4.5%
Cc1nc(-c2ccc(F)cc2)c(CC(=O)N(C)CC(=O)Nc2cccc(F)c2)s1	nt	3.1%	nt	2.6%	-23.5%	nt	-25.9%	nt	-7.7%
CC(=O)Nc1ccc(/C=C/c2ccc3c([N+](=O)[O-])cccc3n2)cc1	4.1%[57.1 µM]	-17.8%	2.0%[57.1 µM]	0.7%	-17.9%	-45.6%	-4.6%	-1.1%	0.7%
O=C(Cc1cccc(NC(=O)C2CCCN(C(=O)C3CCCCC3)C2)c1)Nc1cccc(C(=O)N2CCCCC2)c1 (configuration not stated)	25.9%	7.2%	-0.7%	-3.6%	?	-1.1%	-20.7%	nt	-6.7%[38.3 µM]
CCCOc1ccc(/C=N/NC(=O)C(C)Sc2ccccn2)cc1OCC (configuration not stated)	-1.0%[57.1 µM]	4.8%	0.8%[57.1 µM]	-7.3%	-19.7%	7.5%	-23.3%	0.2%	-2.9%
CCOc1ccc(-c2nnc(-c3cccnc3)o2)cc1OCC	-14.7%	-14.6%	-5.2%	-3.6%	0.0%	-19.7%	-16.8%	3.5%	-1.7%
